# Screens (PubChem)
# PGK inhibitor = qHTS Assay to Find Inhibitors of Phosphoglycerate Kinase. Phosphoglycerate kinase, glycosomal (Trypanosoma brucei brucei), P07378. PGK/GAPDH coupled, Kinase-Glo luminescence, 60 min. Potency, µM (titrated, usually from 57.5 µM), without a hit: top-dose activity change, negative = inhibition, actives largely listed as inhibitors. actives 0.043% (n = 380,000); further: potency means the concentration at half of the fitted maximal effect; on the % scale 0 is the no-effect control and ±100 the full control effect; nearly all actives have a fitted effect of over 60% in size
#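 Luminescent ATP detection (Kinase-Glo Plus) follows a 60-minute room-temperature incubation, with wells lacking PGK as controls. Buffer: 100 mM TEA (pH 7.6), 5 mM MgCl2, 0.01% Tween-20. Coupling enzyme GAPDH (100 nM final) supplies unstable 1,3-BPG in-well.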
# G9a inh = qHTS Assay for Inhibitors of Histone Lysine Methyltransferase G9a; G9a H3K9 monomethylation, AlphaScreen, 2 h; Potency, µM (highest dose often 102 µM), without a hit: at the highest dose activity, negative = inhibition, most hits filed as inhibitors; actives 8.8% (n = 350,000); AID 504332, 2011; further: potency means the concentration at half of the fitted maximal effect; on the % scale 0 is the no-effect control and ±100 the full control effect; nearly all actives have a fitted effect of over 75% in size
#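 Enzyme 20 nM + cpd, 15 min RT; add b-H3K9 pep 500 nM / SAM 20 uM; 2 h RT; anti-H3K9me1 Ab 0.5 ug/mL + SA donor / anti-rabbit acceptor beads 20 ug/mL each, 10 min; AlphaScreen read.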
# JMJD2A Tudor inh = qHTS Assay for Inhibitors of JMJD2A-Tudor Domain; Lysine-specific demethylase 4A (Homo sapiens), O75164; AlphaScreen JMJD2A-Tudor / H3K4me3 peptide binding; Potency, µM (titrated, usually from 114 µM), without a hit: at the top dose activity change, negative = inhibition, hits mostly inhibitors; actives 4.4% (n = 390,000); further: potency means the concentration at half of the fitted maximal effect; on the % scale 0 is the no-effect control and ±100 the full control effect; nearly all actives have a fitted effect of over 50% in size
# ERG-DNA inh = qHTS for Small Molecule Inhibitors of the ERG Ets/DNA interaction; Transcriptional regulator ERG (Homo sapiens), P11308; fluorescence polarization, His-ERG Ets domain / labelled DNA; Potency, µM (top dose mostly 76.9 µM), without a hit: at the highest dose FP activity, negative = inhibition, usual class: inhibitors; actives 0.028% (n = 370,000); active means well fitted inhibition curve with a large enough effect in the polarisation, with a control signal flat; inconclusive means small, poorly fitted or top-dose-only effect, or effect the other way, or a change in a side signal; inactive means no such curve, though single readings can be large or run the other way; the % refers to the polarisation;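 further: polarization taken with two DNA probes labelled with fluorescein and Texas red; potency means the concentration at half of the fitted maximal effect; % of control where 0% means no effect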
#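 His-tagged ERG Ets domain (1 uM in the protein solution; 300mM KCl, 50mM Tris-HCl, 1mM EDTA, 1mM DTT, pH 7.5) received compound, then a probe mix of 5 nM fluorescein-DNA and 100nM Texas-615-DNA. Fluorescence polarization was read for both dyes.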
# Pin1 inh = qHTS Assay to Find Inhibitors of Pin1 | Peptidyl-prolyl cis-trans isomerase NIMA-interacting 1 (Homo sapiens), Q13526 | Pin1 FP peptide displacement, HiFluor488, 10 min | Potency, µM (top dose mostly 115 µM), for inactives: at the top dose activity, negative = inhibition, usual class: inhibitors | actives 0.009% (n = 390,000); active means well fitted inhibition curve with a large enough effect in the polarisation, with a control signal flat, not every such curve was filed as active; inconclusive means small, poorly fitted or top-dose-only effect, or effect the other way, or a change in a side signal; inactive means no such curve, though single readings can be large or run the other way; the % refers to the polarisation; further: potency means the concentration at half of the fitted maximal effect; on the % scale 0 is the no-effect control and ±100 the full control effect
# GLS inh = qHTS for Inhibitors of Glutaminase (GLS); Glutaminase kidney isoform, mitochondrial (Homo sapiens), O94925; GLS enzymatic activity, qHTS titration; Potency, µM (titrated, usually from 45.5 µM), without a hit: at the highest dose activity change, negative = inhibition, actives largely listed as inhibitors; actives 0.21% (n = 410,000); further: potency means the concentration at half of the fitted maximal effect; on the % scale 0 is the no-effect control and ±100 the full control effect
#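 Two-point fluorescence kinetic (t0, 30 min RT) for hKGA; glutamate detected via glutamate oxidase–HRP–Amplex Red. Substrate: 1 mM L-glutamine solution; buffer 45 mM KH2PO4, pH 8.2.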
# PI4K2A inh = qHTS for small molecular inhibitors of PI4K2A; Phosphatidylinositol 4-kinase type 2-alpha (Homo sapiens), Q9BTU6; purified PI4K2A, ADP-Glo luminescence, 1 h; hits give low values; activity change, negative = inhibition, % at 76.9 µM; actives 0.13% (n = 420,000); AID 1346378, 2018; in the data active means activity change below about -50%; inconclusive means mostly about -30% to -49%;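 further: -100% = wells without enzyme as full effect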
#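 PI4K2A activity was measured by ADP-Glo luminescence: enzyme (4 ug/mL stock) and phosphatidylinositol (1.2 mM stock) in Tris pH 7.5/MgCl2/EGTA/Triton X-100 buffer were reacted with ATP (300 microM stock) for one hour at ambient temperature.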
# HP1b chromo inh = HTS for Inhibitors of HP1-beta Chromodomain Interactions with Methylated Histone Tails. Chromobox protein homolog 1 (Homo sapiens), P83916. AlphaScreen HP1-beta / biotin-H3K9me3 peptide binding. Potency, µM (doses to about 114 µM), inactives show top-dose activity change, negative = inhibition, most hits filed as inhibitors. actives 0.56% (n = 390,000). AID 540317, 2011; further: potency means the concentration at half of the fitted maximal effect; nearly all actives have a fitted effect of over 70% in size; inactives centre near 23
#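 AlphaScreen: HP1-beta (50 nM) preformed 30 min with biotin-H3(1-18)K9me3 peptide (50 nM) in PBS pH 7.4, 0.01% Tween-20. Compound added for 30 min at RT, then streptavidin donor/nickel chelate acceptor beads (10 ug/mL) for 30 min.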
# BAZ2B block = qHTS Assay for Inhibitors of BAZ2B. Bromodomain adjacent to zinc finger domain protein 2B (Homo sapiens), Q9UIF8. AlphaScreen BAZ2B-H3K14Ac peptide displacement. Potency, µM (highest dose often 114 µM), without a hit: top-dose activity change, negative = inhibition, most hits filed as inhibitors. actives 4.4% (n = 360,000). AID 504333, 2011; further: potency means the concentration at half of the fitted maximal effect; on the % scale 0 is the no-effect control and ±100 the full control effect; nearly all actives have a fitted effect of over 60% in size
#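 AlphaScreen displacement: compounds (up to 110uM) incubated 30 min at room temperature with a preformed 50 nM BAZ2B/50 nM biotinylated H3K14Ac peptide complex in PBS pH 7.4 with Tween-20. Donor and acceptor beads at 10 ug/mL final added, 20 min light-protected before reading.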
# Active calls of the source: *; i = inactive; ? = inconclusive; nt = not tested or not shown; & = joins results of further samples; [ ] = another dose, or the depositor's remark. Unless noted, the call rests on the fitted dose curve; in most records, active means well fitted curve in the direction sought with a large enough effect; inconclusive means small, poorly fitted or top-dose-only effect, or another doubt; inactive means no such curve, though single readings can be large; an effect the other way counts as inactive or inconclusive. Compounds were not picked by outcome; 11% or so of the library scored in one or more.
PGK inhibitor,G9a inh,JMJD2A Tudor inh,ERG-DNA inh,Pin1 inh,GLS inh,PI4K2A inh,HP1b chromo inh,BAZ2B block,Molecule
0%,-10%,-31%,-5%,1%,4%,-1,19%,-6%,CCOC(=O)c1ccc(Nc2ncnc3ccccc23)cc1
i,-7%[59 µM],-13%,4%,2%,9%,2,36%,6%[57.1 µM],Cc1oc2ncnc(N3CCOCC3)c2c1C(=O)N(Cc1ccccc1)C(C)C
-4%,-26%,?,-1%,-1%,?,33,?,-19%,COc1cc(C(c2sc3nc(C)nn3c2O)N2CCC3(CC2)OCCO3)cc(OC)c1OC (centres undefined)
3%,nt,-14%,-2%,13%,5%,-3,30%,?,COc1ccc(CC(=O)N/N=C/C=C/c2ccc3c(c2)OCO3)cc1OC
-6%,3%[2.33 µM],?,-6%,-2%,3%,-3,6%,-37%,CCOC(=O)c1cccc(C2=CC(=O)C[C@H](c3ccc(OC)c(OC)c3)C2)c1
2%,-3%[2.33 µM],-18%,-3%,-9%,-1%,-9,26%,-19%,CC(C)C(=O)C1=Cc2cccc([N+](=O)[O-])c2OC1N1CCOCC1 (centres undefined)
-5%,-32%,4%,9%,0%,0%,6,35%,-3%,Cc1cc(C(C)(C)C)cc(C)c1COC(=O)C1CCC(=O)N1 (centres undefined)
21%,?,-9%,1%,-9%,10%,-1,3%,9%,COc1ccccc1CNC(=O)c1ccccc1N(C)S(C)(=O)=O
-7%,-3%,-13%,8%,3%,-15%,6,46%[activator],10%,CCOC(=O)Cn1nc(C)n(-c2ccc(C(C)(C)C)cc2)c1=O
-6%,50µM*,50µM*,-2%,-9%,14%,-1,3%,22µM*,O=C(N/N=C/c1cccc([N+](=O)[O-])c1O)c1cccs1
-8%,-3%[59 µM],-24%,-6%,-8%,9%,-3,13%[57 µM],-20%,CCOC(=O)c1c(C)[nH]c(CCC(=O)NCc2ccc(F)cc2)c1C
-1%,13%,-8%,4%,2%,4%,-4,44%[activator],-6%,CC(C)C[C@H](NC(=O)N1CCn2c1nc1ccccc12)C(=O)NC1CC1
-1%,23%,-16%,7%,-12%,8%,-3,65%[activator],-3%,CC(C)C[C@H](NC(=O)C1CC(=O)N(c2ccc3c(c2)OCCO3)C1)C(=O)N1CCCCC1 (some centres undefined)
-4%,-6%,-16%,-1%,-3%,0%,-3,30%,-25%,CN(C)/C=C(\C#N)S(=O)(=O)c1ccccc1
1%,0%[59 µM],-10%,-5%,-10%,1%,-7&3,31%,-8%,O=C(Nc1ccc(F)cc1F)C1CCN(c2ncccn2)CC1
-9%,?,?,7%,0%,3%,-3,-17%,28µM*,CCCN1CCN(CCCNC(=O)c2ccc3c(c2)sc2nc(-c4ccc(OCC)cc4)cn23)CC1
14%,-32%[12.7 µM],?,0%,2%,0%,-7,17%,7%,c1ccc(CCn2nnnc2CN2CCN(C3CCCC3)CC2)cc1
-4%,-36%[12.7 µM],?,4%,6%,10%,-1,?,0%,O=C(NCCc1cccs1)C12CN(Cc3ccccc3)CC1C(c1cccc([N+](=O)[O-])c1)=NO2 (centres undefined)
8%,-1%[59 µM],9%,-5%,-2%,5%,7,25%,-5%,Cc1nc2cc(C(=O)NCCN3CCOCC3)ccc2n1-c1ccc(F)cc1F
i,nt,-8%,2%,4%,-2%,-1,44%[activator],nt,CCCCNC(=O)c1ccccc1C(=O)NC1(C(=O)NCCCC)CCCC1
-7%,?,6%,0%,-6%,-4%,10,45%[activator],-13%,CC1CCCCN1C(=O)CSc1nnc(-c2ccc(Cl)s2)o1 (centres undefined)
-7%,nt,?,4%,2%,13%,0,-5%,nt,O=C(c1ncn(Cc2ccccc2)c1C(=O)N1CCN(c2ccccc2)CC1)N1CCN(c2ccccc2)CC1
-11%,275%[activator][59 µM],87%[activator],-11%,-2%,12%,-4,212%[activator],nt,CC[C@@H]1C(c2cccc(Cl)c2)=NN(c2ccc(Br)cc2)[C@H]1C(=O)N1CCOC1=O
6%,25%[59 µM],-18%,-5%,?,19%,-6,47%,12%,Cc1csc(SCc2c(C(=O)O)oc3ccccc23)n1
-4%,-35%,-15%,-14%,-2%,-15%,3,52%[activator],?,CSc1ccc(/C=C/C(=O)OCC(=O)N(C)CCC#N)cc1
2%,-1%,-15%,1%,3%,-1%,6,38%,-11%,COc1cc(-c2cc(C(=O)Nc3cccc(C(C)=O)c3)c3ccccc3n2)cc(OC)c1OC
-3%,8.9µM*,?,0%,42%[activator],4%,-2,?,27%,Cc1sc2ncnc(Sc3ccccc3C(=O)Nc3ccc(Br)cc3)c2c1C
-2%,nt,-17%,4%,-6%,-1%,2,15%,nt,CC(C)C(=O)COc1c2occc2cc2ccc(=O)oc12
-8%,?,?,-6%,0%,-9%,1,11%,56µM*,CCN(CC)S(=O)(=O)c1cccc(C(=O)N/N=C/c2ccccn2)c1
0%,-2%[59 µM],-3%,4%,1%,3%,1,30%,-2%,Cc1ccc(C)c(N2CCN(C(=O)c3ccc(Nc4nc5ccccc5n5nnnc45)cc3)CC2)c1

# The final 2 records of the part above open the next one:
PGK inhibitor,G9a inh,JMJD2A Tudor inh,ERG-DNA inh,Pin1 inh,GLS inh,PI4K2A inh,HP1b chromo inh,BAZ2B block,Molecule
-8%,?,?,-6%,0%,-9%,1,11%,56µM*,CCN(CC)S(=O)(=O)c1cccc(C(=O)N/N=C/c2ccccn2)c1
0%,-2%[59 µM],-3%,4%,1%,3%,1,30%,-2%,Cc1ccc(C)c(N2CCN(C(=O)c3ccc(Nc4nc5ccccc5n5nnnc45)cc3)CC2)c1
0%,?,-13%,-5%,-3%,5%,-16,24%,-4%,Cc1cc(C(=O)Nc2c(C)n(C)n(-c3ccccc3)c2=O)cs1
-4%,-4%[59 µM],3%,4%,0%,0%,8,34%,-12%,CCC(C(=O)NCc1ccc(OC)c(OC)c1)n1nc(C)c2c(C)n(-c3ccc(C)cc3)nc2c1=O (centres undefined)
-1%,?,-18%,-6%,12%,-18%,0,49%[activator],-9%,COCCN1CCn2c(nc3cc(NC(=O)c4ccc(OC)cc4)ccc32)C1
-2%,13%[59 µM],-1%,-5%,0%,8%,-4,45%[activator],-4%,CCOCC(=O)Nc1sc2c(c1C(=O)OCC)CCCC2
-4%,3%,-17%,-8%,-11%,1%,2,41%[activator],-13%,CN(C)CCNC(=O)CCn1nc(-c2ccc(Cl)cc2)ccc1=O
5%&9%,32%,21%&10%,-4%&-2%,8%&1%,-3%&7%,-3&-3,31%&49%[activator],15%&2%,COc1ccc(Cl)cc1NC(=O)CCc1nc(-c2ccccc2F)no1
-8%,-11%[59 µM],-17%,-7%,4%,-2%,-2,15%,0%,Cc1ccc(C)c(S(=O)(=O)N2CCN(C(=O)[C@@H](NC(=O)c3ccc(F)cc3)C(C)C)CC2)c1
nt,?,-15%,-10%,-1%,22%,-1,57%[activator],-36%,COc1ccc(-c2[nH]ncc2-c2csc(C)n2)c(O)c1
-1%,?,-18%,11%,-2%,-12%,-3,10%,-18%,CCOc1ccc(C2/C(=C(\O)c3ccc4c(c3)OCCO4)C(=O)C(=O)N2CCCN2CCOCC2)cc1OC (centres undefined)
-6%,nt,7%,-5%,2%,-7%,-2,22%,3%,C=CCn1c(=O)c2ccccc2n2nnc(C(=O)OCC)c12
-8%,14%[59 µM],3%,20%,3%,2%,-6,50%[activator],10%,O=C(NCCc1csc(-c2ccc(C(F)(F)F)cc2)n1)c1cccs1
1%,nt,-18%,5%,-4%,-6%,3,9%,-12%,CCCCn1c(=O)c(C(=O)c2ccccc2)nc2ccccc21
5%,-20%,-1%,2%,0%,5%,-3,32%,0%,Cc1cc(C)cc(N(C(=O)CNC(=O)c2ccco2)C(C(=O)NC2CCCC2)c2cccnc2)c1 (centres undefined)

# Shown as a hit in G9a inh, among the entries above:
PGK inhibitor,G9a inh,JMJD2A Tudor inh,ERG-DNA inh,Pin1 inh,GLS inh,PI4K2A inh,HP1b chromo inh,BAZ2B block,Molecule
-6%,50µM*,50µM*,-2%,-9%,14%,-1,3%,22µM*,O=C(N/N=C/c1cccc([N+](=O)[O-])c1O)c1cccs1
-3%,8.9µM*,?,0%,42%[activator],4%,-2,?,27%,Cc1sc2ncnc(Sc3ccccc3C(=O)Nc3ccc(Br)cc3)c2c1C
